Bioassay records from PubChem.
NR3A LBD binder = modulators (binders) of human NR3A ligand-binding domain. NR3A LBD differential scanning fluorimetry, Tm shift; 0% = protein alone, 100% = glycine-bound protein. Tm shift relative to glycine control, % at 25 µM. 2.5% of 340,000 active;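 active = melting temperature shift of at least 10% of the positive control shift, at one fixed dose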
PfG6PD inh = PfG6PD (Plasmodium falciparum) enzyme inhibition; inhibition, % at 20 µM; 0.78% of 350,000 active; PfGluPho enzyme, NADPH resazurin-diaphorase fluorescence;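 active = inhibition reaching at least a set limit at 20 µM in the primary screen, cut at about 59% in these data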;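 note: 0% = DMSO wells with substrate and 100% = DMSO wells lacking glucose-6-phosphate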
SENP7 block = blocks the human protease SENP7; Q9BQF6; recombinant SENP7, Z-RLRGG-aminoluciferin luminescence, 40 min; inhibition, % at 5 µM; 1.5% of 330,000 active; AID 434973;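 active = inhibition above about 50% at the single test dose, limit read from the data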;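 note: plate controls were DMSO with enzyme for no effect and no enzyme buffer wells for full effect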
Target sequence (Q9BQF6 706-1050 limits assumed): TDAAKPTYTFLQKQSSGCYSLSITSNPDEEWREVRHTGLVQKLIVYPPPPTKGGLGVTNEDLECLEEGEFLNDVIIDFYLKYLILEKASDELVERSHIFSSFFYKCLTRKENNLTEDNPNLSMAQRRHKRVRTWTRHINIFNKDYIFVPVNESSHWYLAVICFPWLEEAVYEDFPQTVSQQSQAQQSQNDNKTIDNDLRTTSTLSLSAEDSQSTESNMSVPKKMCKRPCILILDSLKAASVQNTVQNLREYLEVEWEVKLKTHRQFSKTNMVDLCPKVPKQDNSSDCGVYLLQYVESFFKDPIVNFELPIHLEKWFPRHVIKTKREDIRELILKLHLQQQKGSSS
ATG4B inhibitor = inhibitors of human ATG4B cysteine protease | Q9Y4P1 | ATG4B cleavage of LC3-PLA2, NBD-HPC fluorescence, 1 h | inhibition, % at 8.33 µM | 0.51% of 340,000 active | AID 504462; in the data active = inhibition above about 40%
HKDC1 inhibitor = inhibitors of human hexokinase HKDC1 | Q2TB90 | recombinant HKDC1, G6PDH/diaphorase resazurin coupled fluorescence | inhibition, % at 20 µM | 0.16% of 340,000 active;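 active = inhibition above about 35% when tested at 20 µM, limit read from the data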;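 note: plate controls were DMSO wells with enzyme for no effect and DMSO wells lacking enzyme for full effect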
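Assay system: recombinant HKDC1 hexokinase; detection: coupled resazurin fluorescence, excitation 525 nm, emission 613 nm; benchmarks: DMSO-plus-enzyme-mix negative control, buffer-substituted positive control; compound dosing: single 20 µM dose; schedule: 90 min at room temperature in dark; also added: glucose plus 1 mM ATP as hexokinase substrates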
MPTP block = permeability transition pore inhibition; isolated mouse mitochondria, Ca2+ swelling absorbance, 30 min; inhibition, % at 10 µM; 1.4% of 360,000 active; AID 602449;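 active = inhibition of 50% or more, scaled per plate between neutral and stimulator controls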;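 note: 0% = DMSO wells given calcium and 100% = 1 mM EGTA wells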
SENP8 block = SENP8 (human) protease inhibition; inhibition, % at 20 µM; AID 602440; 0.64% of 360,000 active; recombinant SENP8, Nedd8 substrate fluorescence; in the data active = inhibition mostly above about 40%, no sharp cut-off; inactive = mostly below about 27%
Target sequence (Q96LD8 whole entry, looked up): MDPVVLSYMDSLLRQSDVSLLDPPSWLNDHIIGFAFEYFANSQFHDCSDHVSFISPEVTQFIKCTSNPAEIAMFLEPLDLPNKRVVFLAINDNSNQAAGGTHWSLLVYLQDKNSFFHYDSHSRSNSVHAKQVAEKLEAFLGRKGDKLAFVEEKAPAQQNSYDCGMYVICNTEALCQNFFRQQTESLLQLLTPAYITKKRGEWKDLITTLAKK
SENP6 inh = inhibitors of human SENP6 protease. inhibition, % at 10 µM. 1.8% of 330,000 active. Recombinant SENP6 catalytic domain, aminoluciferin luminescence;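 active = inhibition above about 50% at the single tested dose, limit read from the data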;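 note: plate controls were DMSO wells with enzyme for no effect and DMSO wells lacking enzyme for full effect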
Target sequence (Q9GZR1 628-1112 limits assumed): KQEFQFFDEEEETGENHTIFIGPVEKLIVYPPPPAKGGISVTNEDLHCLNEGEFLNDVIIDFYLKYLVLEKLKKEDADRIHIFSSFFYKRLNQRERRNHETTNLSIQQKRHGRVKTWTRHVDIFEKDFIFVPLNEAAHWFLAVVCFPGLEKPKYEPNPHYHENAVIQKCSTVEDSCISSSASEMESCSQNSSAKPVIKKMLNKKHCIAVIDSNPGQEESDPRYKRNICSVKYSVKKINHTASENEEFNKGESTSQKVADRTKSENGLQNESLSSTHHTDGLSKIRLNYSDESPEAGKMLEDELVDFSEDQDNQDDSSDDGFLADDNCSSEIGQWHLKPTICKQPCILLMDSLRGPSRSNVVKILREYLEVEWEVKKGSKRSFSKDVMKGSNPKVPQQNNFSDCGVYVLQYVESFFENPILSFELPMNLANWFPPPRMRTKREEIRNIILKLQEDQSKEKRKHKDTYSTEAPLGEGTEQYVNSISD
Active calls of the source: *; · = no result given.

NR3A LBD binder,PfG6PD inh,SENP7 block,ATG4B inhibitor,HKDC1 inhibitor,MPTP block,SENP8 block,SENP6 inh,molecule
1,-6,10,-15,3,3.4,20,-1,O=C(Cn1cnc2ccccc21)Nc1ccc2c(c1)OCCCO2
2,55,-1,-6,-3,-0.5,17,-15,Cn1c(=O)[nH]c(=O)c2c1[nH]c(=S)n2Cc1ccccc1
9,-9,6,-2,-6,-1.8,21,2,CC1CC(C)(C)NC(=S)N1CCCC(=O)N1CCN(c2ccc(F)cc2)CC1 (stereo unspecified)
0,8,-2,-4,-3,-2.3,6,17,O=C(NC1CCCC1)C(c1cccnc1)N(C(=O)c1csnn1)c1ccccc1Cl (stereo unspecified)
-3,-14,52*,2,-3,-0.3,92*,71*,O=C1Cc2ccccc2C(=O)N1OCc1ccc(Cl)cc1
3,74*,-2,-9,-4,-0.1,-6,-1,CCc1c(C)sc(NC(=O)C2CCCCC2C(=O)O)c1C(N)=O (stereo unspecified)
-7,6,-6,-1,-2,-1.3,14,-1,CC(C)(C)OC(=O)N1CCC[C@H]1c1nnc(SC/C=C/c2ccccc2)o1
-14,-15,3,8,5,0.5,19,-18,Cc1ccc(OCCN2CCN(C)CC2)c([N+](=O)[O-])c1
-3,-15,-8,0,2,-0.7,12,-19,O=C(CSCc1ccc(F)cc1)NCc1ccco1
-1,-9,-1,7,-3,1.5,34,-20,Cc1nn(CC(=O)O)c(C)c1N
-3,-15,-5,21,5,0.6,13,0,Cc1ccc(-n2ncc3c2CCCC3NC(=O)c2csnn2)cc1C (stereo unspecified)
0,3,8,5,2,0.8,4,16,COc1ccc(S(=O)(=O)N2CCN(CCOc3ccc(Br)cc3)CC2)cc1OC
0,14,3,-7,-1,-1.5,17,2,Cc1cc(C)n(C(=O)c2ccc(NC(=O)C3CC3)cc2)n1
-3,-10,1,-5,-5,0.9,9,-4,O=C(CNC(=O)c1ccccc1)NCC(=O)OCC(=O)c1ccc(F)cc1
0,-35,-15,5,-5,-0.3,6,-16,COc1ccc(C(=O)NNC(=O)COc2ccc(Cl)cc2)c(OC)c1
-6,-8,-4,0,-9,-0.8,-499,6,COc1ccc(C(=O)Nc2ccc3[nH]c(-c4cccc(OC)c4)cc(=O)c3c2)cc1
7,-10,-1,-6,8,3.0,-4,4,Cc1cccc(N(C)S(=O)(=O)c2ccc3c(c2)CCC(=O)N3)c1
-1,-31,2,1,6,0.1,3,-7,Cc1cccc(C)c1NC(=O)CN(C)C(=O)c1cccc(S(=O)(=O)N2CCN(c3ccccc3)CC2)c1
3,3,6,6,0,-2.9,-154,-3,CCc1cc(C(c2ccc(OC)c(OC)c2)N2CCOCC2)c(NC(=O)c2ccccc2)s1 (stereo unspecified)
-3,28,20,-12,1,-0.3,-39,5,Cc1ccc(C(=O)Nc2cccc(-c3ccc(N4CCOCC4)nn3)c2)cc1C
0,-8,-3,-8,-2,0.2,10,-7,CC(C)N(Cc1ccccc1)C(=O)COC(=O)c1ccccc1SCC(=O)N1CCCC1
-2,-19,3,9,-1,-1.0,4,25,CCOc1ccccc1NC(=O)CN(C)S(=O)(=O)c1ccc2[nH]c(=O)oc2c1
0,-18,3,9,0,-0.8,11,-11,O=C1NC2(CCCCCC2)C(=O)N1Cc1cccc(Cl)c1
-1,1,10,-4,-9,0.9,4,-3,N=C1C(c2ccccc2)=C(O)CN1c1ccc2c(c1)OCO2
-1,11,·,1,-7,-1.2,17,·,CCCCN(CCCNC(=O)C1CCN(S(=O)(=O)N2CCOCC2)CC1)Cc1ccccc1
1,18,-9,7,4,0.7,6,5,CC(=O)c1cccc(NC(=O)CSc2nnc(C(C)N(C)C)n2-c2ccc(F)cc2)c1 (stereo unspecified)
1,1,7,-10,0,-0.3,-368,-1,COc1ccc2oc(C(=O)OCC(=O)N3CC(C)OC(C)C3)c(C)c2c1 (stereo unspecified)
-1,-5,-2,-5,0,-0.5,6,-13,CC1CCCCN1C(=O)COC(=O)C1CCN(S(=O)(=O)c2ccc3c(c2)OCCO3)CC1 (stereo unspecified)
-2,0,0,3,1,1.0,-5,-30,O=C(Nc1cccnc1Cl)c1cc(-c2ccc(Br)cc2)on1
0,25,5,-42,-1,0.1,-84,-1,CCc1cccc(NC(=O)CSCc2nc3sc(C)c(C)c3c(=O)[nH]2)c1
0,-3,-1,-6,-3,-2.5,15,5,CCCn1nc(C(=O)NCC(C)(C)N2CCOCC2)c2ccccc2c1=O
1,25,0,-2,4,-0.4,-7,-8,Cc1nc2cc(C(F)(F)F)ccc2n1CCNc1nc(-c2ccc(F)cc2)cs1
2,10,-3,-6,-2,-0.8,5,-14,NS(=O)(=O)c1ccc(CNC(=O)c2sccc2-c2ccccc2)cc1
1,5,1,-8,-4,-3.2,-5,-26,Cn1ccnc1SCC(=O)Nc1nc2c(F)c(F)c(F)cc2s1
2,-17,6,0,-13,-2.6,-400,-5,COC(=O)c1ccc(-c2ncc[nH]2)cc1
6,1,-2,-5,1,-1.6,19,-9,CC(=O)N1CCOc2ccc(S(=O)(=O)N3CCC(C(=O)Nc4cc(C)ccc4C)CC3)cc21
0,10,4,-4,-3,-0.9,-293,4,Cc1ccn2cc(-c3cccc(NC(=O)CCC(=O)O)c3)nc2c1
1,-25,2,0,7,0.0,21,5,O=C(Nc1ncn[nH]1)c1ccc(Cl)c(S(=O)(=O)Nc2ccc(Cl)cc2)c1
0,-7,-3,5,-5,0.0,-8,3,Cc1nnc(-c2cnn(C)c2N)n1CCCN1CCOCC1
-3,-14,-16,15,8,-1.1,17,-12,O=C(NCCCN1CCOCC1)c1ccc2c(c1)N(Cc1cccc(F)c1)C(=O)c1ccccc1S2
-2,-18,-7,4,6,-2.4,8,-11,CC(C)(CO)NCc1cccs1
-4,14,5,-6,-5,-1.0,5,16,CCc1nnc(NS(=O)(=O)c2ccc(NC(=O)COc3ccc4ccccc4c3)cc2)s1
-1,30,-28,-7,-4,-1.4,-76,-38,CCSc1ncc(/C=N/Nc2ccc(Cl)cc2)n1C
3,12,·,-9,10,-5.4,25,·,COc1ccc(NC(=O)/C(Cl)=C(/Cl)S(=O)(=O)Cc2ccccc2)cn1
1,18,1,-1,0,-1.2,27,-8,COc1ccc(N2CCN(C(=O)COc3ccc4ccccc4c3)CC2)cc1
1,12,-5,52*,-3,0.3,-47,-7,Cc1ccc(C)c(S(=O)(=O)N2CCN(c3nc(CN4CCOCC4)nc4sc(C)c(C)c34)CC2)c1
2,11,-5,-7,0,-0.8,7,-11,O=C(CSc1nnc(CNC(=O)c2cccs2)o1)Nc1cccc(F)c1
0,-11,-6,5,1,-2.3,16,-15,Cc1c(-c2ccc(F)cc2)[n+](=O)c2c(n1[O-])CCCCC2
-1,-9,3,9,-11,0.0,6,19,CNC(=O)N1CCN(C(=O)NC)CC1
0,-9,-18,-6,-4,19,0,-5,CCC1(COC(=O)Nc2cccc(Cl)c2)COC1
-8,-5,1,-2,6,9.8,14,-13,Cn1c(N)c(C(=O)COC(=O)CSc2ccc(Cl)cc2)c(=O)n(C)c1=O
-2,1,2,2,0,1.3,1,9,Cc1cc(C(N)=O)nn1-c1c(Cl)cc(Cl)cc1Cl
1,38,-7,1,-1,1.6,16,-19,CC(C)Cn1c(=S)[nH]c2cc(Cl)ccc21
0,-6,15,-10,6,0.3,-1,-14,O=C(c1ccccc1Cc1ccccc1)N1CCN(S(=O)(=O)c2ccccc2)CC1
0,-9,-11,6,-7,-0.1,2,-25,COc1ccc(S(=O)(=O)N2CCN(C(=O)[C@@H]3CCCN3C(=O)c3cccs3)CC2)cc1
-2,18,5,-6,0,1.4,11,2,O=C(CSC1=Nc2ccccc2C2=NC(Cc3c[nH]c4ccccc34)C(=O)N12)NC1CCCCC1 (stereo unspecified)
3,17,-1,-8,-5,0.6,11,7,O=C(NCC1CCCO1)c1cc(-c2ccccc2F)no1 (stereo unspecified)
-13,6,-9,-4,-3,-0.4,13,-10,NS(=O)(=O)c1ccc(NC(=O)CCCCC(=O)Nc2ccc(S(N)(=O)=O)cc2)cc1
2,4,-1,-10,0,-0.2,5,-6,COCc1cc(=O)[nH]c(-c2ccccc2OC(F)(F)F)n1
0,5,2,-2,-3,-0.1,28,1,COc1cccc(NC(=O)CN2C(=O)NC(C)(CC(C)C)C2=O)c1 (stereo unspecified)

Arranged by the number under ATG4B inhibitor (low to high): 4 of the compounds above
NR3A LBD binder,PfG6PD inh,SENP7 block,ATG4B inhibitor,HKDC1 inhibitor,MPTP block,SENP8 block,SENP6 inh,molecule
2,11,-5,-7,0,-0.8,7,-11,O=C(CSc1nnc(CNC(=O)c2cccs2)o1)Nc1cccc(F)c1
0,-9,-18,-6,-4,19,0,-5,CCC1(COC(=O)Nc2cccc(Cl)c2)COC1
-2,-18,-7,4,6,-2.4,8,-11,CC(C)(CO)NCc1cccs1
-1,-9,3,9,-11,0.0,6,19,CNC(=O)N1CCN(C(=O)NC)CC1

4 compounds from above, reduced to SENP8 block.
| Molecule | SENP8 block |
| --- | --- |
| CC(C)Cn1c(=S)[nH]c2cc(Cl)ccc21 | 16 |
| O=C(c1ccccc1Cc1ccccc1)N1CCN(S(=O)(=O)c2ccccc2)CC1 | -1 |
| COc1ccc(S(=O)(=O)N2CCN(C(=O)[C@@H]3CCCN3C(=O)c3cccs3)CC2)cc1 | 2 |
| O=C(CSC1=Nc2ccccc2C2=NC(Cc3c[nH]c4ccccc34)C(=O)N12)NC1CCCCC1 (stereo unspecified) | 11 |

The listing continues:
NR3A LBD binder,PfG6PD inh,SENP7 block,ATG4B inhibitor,HKDC1 inhibitor,MPTP block,SENP8 block,SENP6 inh,molecule
7,5,-3,4,-5,-0.2,10,-8,CCOc1ccc(NC(=S)N2CCN(S(C)(=O)=O)CC2)cc1
0,-4,1,-9,1,-0.4,-8,-12,O=C(NCC1CCCO1)c1ccc2nc(N3CCCCC3)sc2c1 (stereo unspecified)
-13,-25,6,-7,0,2.0,-189,8,Cc1cc(F)ccc1S(=O)(=O)Nc1nc2ccccc2nc1Cl
2,-3,3,-6,2,-1.3,11,-8,Cc1cnc(C(=O)OC(C(=O)c2ccccc2)c2ccccc2)cn1 (stereo unspecified)
1,10,-5,-14,-1,0.1,18,-13,COC(=O)Cc1ccc(NC(=S)NC2CC2)cc1
1,27,6,3,1,2.1,2,-20,S=c1[nH]nc(-c2ccn[nH]2)n1-c1ccccc1Cl
-1,-5,5,-1,-5,2.2,-2,-10,CCOC(=O)C1CCN(C(=O)CSc2ccccc2Cl)CC1
1,-5,-5,-10,1,-0.2,0,-14,Cc1cc(NC(=O)C2CCC2)n(-c2ccccn2)n1
-1,27,88*,3,-7,-1.4,-290,84*,Cc1cc2nc(-c3cccnc3SCC(=O)NCc3ccco3)[nH]c2cc1C
1,2,-8,-13,0,-0.4,17,-19,Cc1ccc(NC2=NCC(=O)N2CCc2ccccc2)cc1C
1,-8,-1,-9,-10,4.5,18,4,CCC(Oc1ccccc1)C(=O)Nc1ccc(S(=O)(=O)NCC2CCCO2)cc1 (stereo unspecified)
5,28,81*,-4,-9,0.7,5,50,COc1cc(OC)cc(C(=O)Nc2ccc([N+](=O)[O-])cn2)c1
-1,16,7,-2,8,1.6,-15,-2,O=C(COc1ccccc1C(=O)NCc1ccccc1)Nc1ccccc1
12*,-1,9,7,-6,-0.7,5,5,COCCOc1cc(N2C(=O)CSCC2=O)c(Cl)cc1Cl
-7,4,0,8,-1,1.1,-4,-7,Cc1ccccc1Nc1nc(Nc2ccccc2C)nc(SC2=NCCS2)n1
-5,-10,10,9,-8,-1.9,-2,-17,CCOc1ccc(C(=O)N2CCCC2)cc1
2,-12,5,-3,3,-0.8,11,6,Cc1ccccc1OCCC(=O)OCC(=O)NCCc1ccccc1
17*,-34,29,-6,7,0.8,14,70*,O=c1cc(-c2ccc(O)cc2)oc2cc(O)cc(O)c12
-1,2,0,6,4,-1.2,25,2,O=C(NCc1ccc2c(c1)OCO2)c1ccccn1
0,5,-3,-8,0,1.0,10,-13,COc1ccccc1C(=O)N/N=C(\C)c1cccnc1
